# Screening results deposited in PubChem BioAssay by NCI.
# NCI-60 one-dose screen, 48 h, at 10 µM unless noted. Numbers give growth in % (100 = growth as untreated, 0 = no growth, -100 = all killed).
# UO-31 – UO-31 renal cancer | actives 5.2% (n = 81,000)
# SN12C – SN12C renal cancer cells; actives 3.8% (n = 81,000)
# SF-268 – SF-268 CNS cancer cells; AID 1794759; actives 3.1% (n = 82,000)
# U251 – U251 CNS tumor cells; actives 5.4% (n = 80,000); AID 1794753
# CAKI-1 – CAKI-1 renal cancer | AID 1794772 | actives 4.7% (n = 75,000)
# 786-0 – 786-0 renal cancer cells. actives 5.1% (n = 81,000)
# SF-295 – SF-295 CNS cancer cells; actives 5.6% (n = 79,000); AID 1794758
# TK-10 – TK-10 renal cancer cells; actives 3.9% (n = 81,000)
# The depositor's hits bear a star; . = no result given; [ ] = another dose, or the depositor's remark. How the source made its calls: active means growth percent below 10; inactive means the rest.
1. CCOC(=S)Nc1ccccc1
2. COc1ccc(C(=O)c2ccc(OC)cc2O)c(O)c1
3. O=S1(=O)CCN(Cc2ccncc2)CC1
4. Cc1ccc(-c2ccc(/C=C(\C#N)c3nc(-c4ccco4)cs3)o2)cc1
5. Cc1ccc(C2=C/C(=C\c3ccc(F)cc3)C(=O)N2CCc2ccc(S(N)(=O)=O)cc2)cc1
6. CC(C)CSc1nc(NC2CC2)c(C#N)c(-c2ccc(C(C)C)cc2)n1

screen / no.	1	2	3	4	5	6
UO-31	84	92	94	79	65	75
SN12C	91	95	112	97	93	101
SF-268	100	99	105	107	85	103
U251	90	107	96	99	93	98
CAKI-1	98	99	97	94	81	97
786-0	101	101	96	106	94	87
SF-295	111	109	106	97	83	93
TK-10	122	106	98	70	111	94

7. O=[N+]([O-])c1ccc(Oc2cc(Cl)c(Cl)cc2Cl)c(Cl)c1
8. N#CC(=C1SCS1)[N+](=O)[O-]
9. Cc1ccc2c(c1)C(=O)C(=O)N2
10. CC(CN(C)C)C(O)(Cc1ccccc1)c1ccccc1 (stereo not given)
11. CCOC(=O)C(CC)C(C)O (stereo not given)
12. O=C(Cn1c(-c2ccc([N+](=O)[O-])cc2)nc2ccccc21)NNC(=O)c1cccnc1

screen / no.	7	8	9	10	11	12
UO-31	88	32	80	80	73	66
SN12C	99	28	103	88	102	79
SF-268	103	35	95	92	108	89
U251	90	14	98	93	105	78
CAKI-1	94	.	81	84	102	71
786-0	99	22	106	102	96	93
SF-295	115	36	85	96	121	83
TK-10	98	3.9*	.	89	111	126

# A draw from above in order of count of non-hydrogen atoms, smallest number first.
11. CCOC(=O)C(CC)C(C)O (stereo not given)
7. O=[N+]([O-])c1ccc(Oc2cc(Cl)c(Cl)cc2Cl)c(Cl)c1
10. CC(CN(C)C)C(O)(Cc1ccccc1)c1ccccc1 (stereo not given)

screen / no.	11	7	10
UO-31	73	88	80
SN12C	102	99	88
SF-268	108	103	92
U251	105	90	93
CAKI-1	102	94	84
786-0	96	99	102
SF-295	121	115	96
TK-10	111	98	89

# (listing goes on)
13. CCOC(=O)CCCOc1ccc(/C=C2\CC/C(=C\c3ccc(OCCCC(=O)OCC)c(OC)c3)C2=O)cc1OC
14. C#CCOCC(O)CCl (stereo not given)
15. CC(N)(C(=O)O)C1CCCC1 (stereo not given)
16. CCCCN(C(C)=O)c1ccccc1
17. CCN(CC)CCN(CCN(CC)CC)c1ccccc1
18. COc1ccc(C2SCC(=O)N2NC(=O)CCC(=O)c2nc3ncccc3[nH]2)cc1OC (stereo not given)

screen / no.	13	14	15	16	17	18
UO-31	75	85	89	96	66	69
SN12C	105	88	102	104	79	97
SF-268	108	133	106	138	98	87
U251	95	107	94	92	98	94
CAKI-1	95	116	91	103	87	72
786-0	91	104	102	96	67	86
SF-295	97	120	103	109	111	103
TK-10	95	107	105	110	102	104

19. COc1ccc(-c2cc(-c3ccc(Cl)cc3)nc(SCCCCCCC(=O)NO)n2)cc1
20. Clc1nc2ccccc2cc1Cn1nnc(SCc2ccccc2)n1
21. CN1C(=O)N(C)C2NC(=[N+]3CCOCC3)NC21 (stereo not given)
22. COc1cc2c(c(OC)c1OC)C(=O)CC(c1cccc(NC(=O)c3cc(NC(=O)[C@@H](N)Cc4ccccc4)ccc3C)c1)O2 (stereo not given in full)
23. CCN(Cc1ccc(CN(CC)C(=O)C(Cl)(Cl)Cl)cc1)C(=O)C(Cl)(Cl)Cl
24. CCN(CC)CCC=C(c1cccs1)c1cccs1

screen / no.	19	20	21	22	23	24
UO-31	12	76	89	59	79	74
SN12C	41	95	93	81	98	100
SF-268	32	99	84	85	80	95
U251	19	106	101	96	92	98
CAKI-1	4.6*	85	89	74	72	93
786-0	27	94	102	98	73	107
SF-295	36	96	101	90	76	99
TK-10	35	99	99	116	96	103

# 3 entries drawn at random from the list so far:
19. COc1ccc(-c2cc(-c3ccc(Cl)cc3)nc(SCCCCCCC(=O)NO)n2)cc1
24. CCN(CC)CCC=C(c1cccs1)c1cccs1
22. COc1cc2c(c(OC)c1OC)C(=O)CC(c1cccc(NC(=O)c3cc(NC(=O)[C@@H](N)Cc4ccccc4)ccc3C)c1)O2 (stereo not given in full)

screen / no.	19	24	22
UO-31	12	74	59
SN12C	41	100	81
SF-268	32	95	85
U251	19	98	96
CAKI-1	4.6*	93	74
786-0	27	107	98
SF-295	36	99	90
TK-10	35	103	116

# Next section
25. CCCCN(CC(O)C(O)CN(CCCC)C(=S)S)C(=S)S (stereo not given)
26. CC1(C)CC[C@]2(c3nnc(-c4cccnc4)o3)CC[C@]3(C)C(=CC[C@@H]4[C@@]5(C)CCC(=O)C(C)(C)[C@@H]5CC[C@]43C)[C@@H]2C1
27. CC(C)/C=C/C(C)C(=O)CC(=O)OC(C)C (stereo not given)
28. O=C(COc1ccc(C2SCC(=O)N2c2ccc(Br)cc2)cc1)c1ccccc1 (stereo not given)
29. CC(C)CC1CCCC12NC(=O)NC2=O (stereo not given)
30. c1ccc2nc3c4ccccc4c4ccccc4c3nc2c1

screen / no.	25	26	27	28	29	30
UO-31	59	66	93	72	82	79
SN12C	100	68	112	97	103	101
SF-268	94	73	105	91	102	97
U251	.	62	100	89	106	99
CAKI-1	89	42	103	66	106	95
786-0	92	80	106	99	99	108
SF-295	102	82	115	100	119	98
TK-10	117	118	110	117	104	95

31. O=Cc1ccc(-c2[nH]c(=S)[nH]c(=O)c2C(=O)Nc2ccc(O)cc2)cc1
32. N#Cc1c(N2CCNCC2)nc2sc3cc(Cl)c(Cl)cc3n2c1=N
33. NNC(=O)Cc1cccc2ccccc12
34. O=C1CCC(C(=O)NNCc2ccccc2)N1 (stereo not given)
35. O=C1CC(c2cccs2)c2sccc2N1 (stereo not given)
36. COc1cc2oc(-c3cccc(C(=O)Nc4ccc(Cl)cc4)c3)cc(=O)c2c(OCCNC(=O)[C@@H](N)Cc2ccccc2)c1OC

screen / no.	31	32	33	34	35	36
UO-31	89	81	88	89	89	99
SN12C	101	93	102	102	95	101
SF-268	108	117	102	102	98	107
U251	103	107	100	102	101	100
CAKI-1	102	101	96	94	99	91
786-0	103	105	96	101	119	98
SF-295	105	113	110	98	96	120
TK-10	106	141	104	98	.	96

37. CCOC(=O)[C@@H](Cc1ccccc1)NC(=O)c1[nH]c2ccc(Cl)cc2c(=O)c1C
38. CN1CC(c2nc3ccccc3o2)CC1=O (stereo not given)
39. CS(=O)(=O)Nc1ccccc1-c1nc2ccccc2c(=O)o1
40. CC(C)CSc1nc(N)nc2c1ncn2C1OC(CO)C(O)C1O (stereo not given)
41. Nc1nc(N)c2cc(CNc3ccc(Cl)c(Cl)c3)ccc2n1
42. CC1CC=CCC1(CO)CO (stereo not given)

screen / no.	37	38	39	40	41	42
UO-31	85	76	80	95	0.1*	97
SN12C	.	101	96	94	27	97
SF-268	100	102	100	100	35	114
U251	72	101	.	101	-78*	101
CAKI-1	87	97	100	83	15	107
786-0	97	108	104	121	9.6*	93
SF-295	97	96	88	72	.	114
TK-10	91	101	101	107	32	102

43. Cc1cc(C)n(/N=C/c2ccco2)c(=O)c1C#N
44. S=C1NCCCS1
45. c1ccc(-c2nnc(-c3ccccc3)o2)cc1
46. O=Cc1cc([N+](=O)[O-])ccc1OCC(=O)O
47. N#CSc1cc(SC#N)c2ccccc2c1N
48. O=[N+]([O-])C1C2OC3(CCCCC3)OC2C([N+](=O)[O-])[C@H](c2c[nH]c3ccccc23)c2c([nH]c3ccccc23)[C@@H]1c1c[nH]c2ccccc12 (stereo not given in full)

screen / no.	43	44	45	46	47	48
UO-31	106	84	100	.	66	58
SN12C	103	98	99	110	78	80
SF-268	108	115	112	117	84	87
U251	107	102	94	92	39	91
CAKI-1	102	113	94	106	111	77
786-0	102	115	108	113	87	95
SF-295	111	116	101	88	82	88
TK-10	112	119	108	109	109	118

# A different layout for some results above.
44) S=C1NCCCS1
  UO-31: 84
  SN12C: 98
  SF-268: 115
  U251: 102
  CAKI-1: 113
  786-0: 115
  SF-295: 116
  TK-10: 119

45) c1ccc(-c2nnc(-c3ccccc3)o2)cc1
  UO-31: 100
  SN12C: 99
  SF-268: 112
  U251: 94
  CAKI-1: 94
  786-0: 108
  SF-295: 101
  TK-10: 108

46) O=Cc1cc([N+](=O)[O-])ccc1OCC(=O)O
  UO-31: .
  SN12C: 110
  SF-268: 117
  U251: 92
  CAKI-1: 106
  786-0: 113
  SF-295: 88
  TK-10: 109

47) N#CSc1cc(SC#N)c2ccccc2c1N
  UO-31: 66
  SN12C: 78
  SF-268: 84
  U251: 39
  CAKI-1: 111
  786-0: 87
  SF-295: 82
  TK-10: 109

# Next entries:
49. Fc1ccc(CCNc2ncnc3[nH]ncc23)cc1
50. CSc1ccc(C(=O)c2ccc(F)cc2)cc1
51. CCCC(C#N)(C1=CCCCC1)c1ccccc1 (stereo not given)
52. CCOC(=O)C1=C(C)NC(SCc2nnc(-c3ccc(Cl)cc3)o2)=NC1c1cccc(Cl)c1 (stereo not given)
53. O=C(O[C@@H]1Cc2c(O)cc(O)cc2O[C@@H]1c1cc(O)c(O)c(O)c1)c1cc(O)c2c(c1)OCO2
54. CCN(C(=O)N1CCN(c2cc3c(cc2F)c(=O)c(C(=O)O)cn3C2CC2)CC1)c1nc(-c2ccc(Br)cc2)cs1

screen / no.	49	50	51	52	53	54
UO-31	79	84	92	64	92	75
SN12C	100	105	111	93	99	111
SF-268	104	98	108	92	97	103
U251	96	103	96	98	83	98
CAKI-1	92	88	85	65	94	86
786-0	90	106	97	57	94	92
SF-295	89	102	106	74	103	89
TK-10	104	117	94	70	88	107

55. CNc1sc(S(=O)(=O)NC)nc1S(=O)(=O)c1ccc(C)cc1
56. CSc1nc2c(c(=O)[nH]1)C(c1ccc(Br)cc1)C1=C(N2)/C(=C/c2ccc(Br)cc2)CN(C)C1 (stereo not given)
57. CC(=O)[C@@]1(O)[C@H](C)C[C@H]2[C@@H]3CC=C4C[C@@H](O)CC[C@]4(C)[C@H]3CC[C@@]21C
58. COC(=O)c1cc(=O)nc(NNC(C)=O)s1
59. N#CC(C#N)N=Nc1cc(Cl)ccc1Cl
60. COc1ccc(C(=O)Nc2ccccc2OC)cc1

screen / no.	55	56	57	58	59	60
UO-31	78	40	100	73	.	97
SN12C	101	75	100	99	103	121
SF-268	103	78	104	113	95	108
U251	96	76	100	.	97	92
CAKI-1	92	74	113	83	.	91
786-0	99	94	106	101	102	99
SF-295	94	72	130	85	.	100
TK-10	95	.	119	98	105	148

61. COc1ccc(Oc2[nH]n(C3=Nc4ccccc4Sc4ccccc43)c(=O)c2C#N)cc1
62. O=C1CC(c2ccc3c(c2)OCO3)Cc2oc3cc(O)c(O)cc3c21 (stereo not given)
63. C=C1CCC(C(=O)CC)Cc2nc(C)ccc21 (stereo not given)
64. O=C(/C=C(/C=C/c1ccc(SC(F)(F)F)cc1)OB(F)F)/C=C/c1ccc(SC(F)(F)F)cc1
65. O=C(Cc1ccccc1)NNc1nc(NCCc2c[nH]c3ccccc23)nc(N2CCN(C(c3ccccc3)c3ccccc3)CC2)n1
66. O=C1CSC(SC(=O)Oc2ccc(Cl)cc2Cl)=N1

screen / no.	61	62	63	64	65	66
UO-31	88	65	80	80	66	63
SN12C	102	93	97	89	97	103
SF-268	88	86	101	89	95	114
U251	107	90	104	82	95	113
CAKI-1	92	100	94	89	79	105
786-0	104	98	102	105	97	94
SF-295	99	95	99	98	99	124
TK-10	108	108	93	113	134	127

67. CCCCCCCCCCCCCCCCCCOc1ccc(CC(=O)NCC[N+]2(C)CCCC2)cc1
68. COC(=O)c1c(C=O)cccc1[N+](=O)[O-]
69. Cc1ccc(S(=O)(=O)c2c(COC(=O)c3cccc(C)c3)c(-c3ccccc3)nn2C)cc1
70. CCOC(=O)/C=C/C(=O)[C@H](CC(C)C)NC(=O)[C@H](Cc1ccccc1)NC(=O)OCc1ccccc1
71. CCOC(=O)c1c(C)c2c(n1C)CSc1cc(C#N)c(=O)[nH]c1-2
72. COc1cc(/C=C2\CN(C(=O)OC(C)(C)C)C/C(=C\c3ccc(O)c(OC)c3)C2=O)ccc1O

screen / no.	67	68	69	70	71	72
UO-31	84	87	103	45	66[100 µM]	81
SN12C	89	93	89	57	101[100 µM]	89
SF-268	99	97	68	85	99[100 µM]	89
U251	99	92	-32*	51	104[100 µM]	93
CAKI-1	96	100	107	75	130[100 µM]	74
786-0	99	99	106	30	94[100 µM]	93
SF-295	98	98	55	100	100[100 µM]	101
TK-10	99	89	113	50	104[100 µM]	105

73. CC(C)c1ccc(Cn2nc(Nc3ccccn3)nc2N)cc1
74. C/C(CCC(=O)O)=N\Nc1ccc([N+](=O)[O-])cc1[N+](=O)[O-]
75. CCSc1nc(Nc2ccc(S(=O)(=O)Nc3ccon3)cc2)c(C#N)c(-c2cccc(Br)c2)n1
76. COc1cc(NCCCCCNCC(C)(C)C)c2ncccc2c1

screen / no.	73	74	75	76
UO-31	71	65	102	80
SN12C	104	92	99	106
SF-268	108	79	99	96
U251	92	91	81	98
CAKI-1	89	82	88	85
786-0	94	98	95	95
SF-295	96	102	82	96
TK-10	104	102	.	.
